GLS inhibitor: inhibitors of human glutaminase (GLS); O94925; GLS enzymatic activity, qHTS titration; Potency, µM (highest dose often 45.5 µM), inactives show at the highest dose activity change, negative = inhibition, most hits filed as inhibitors; actives 0.21% (n = 410,000); note: % is set by controls: 0 for no effect and ±100 for the full control effect
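hKGA in 45 mM KH2PO4 pH 8.2, 0.02% Tween-20 with pin-transferred compounds; 1 mM L-glutamine (stock) plus glutamate oxidase/HRP/Amplex Red coupling added. Fluorescence read initially and after 30 min at RT.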
12-LOX inh: inhibitors of human 12S-lipoxygenase ALOX12; AID 1671190; purified 12hLO, xylenol orange hydroperoxide absorbance; Potency, µM (doses to about 108 µM), inactives show at the top dose activity change, negative = inhibition, usual class: inhibitors; actives 1.1% (n = 580,000); P18054; note: % is set by controls: 0 for no effect and ±100 for the full control effect
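Hydroperoxide product was detected by ferrous iron/xylenol orange as the 573 to 405 nm absorbance ratio. Arachidonic acid at 40 uM (final) was turned over for 30 min at room temperature by 150 nM human 12hLO, pH 7.0 Hepes buffer, after 15 min compound preincubation.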
Pin1 inhibitor: inhibitors of human Pin1; Potency, µM (highest dose often 115 µM), inactives show top-dose activity, negative = inhibition, hits mostly inhibitors; Q13526; actives 0.009% (n = 390,000); Pin1 FP peptide displacement, HiFluor488, 10 min; active = well fitted inhibition curve with a large enough effect in the polarisation, with a control signal flat, not every such curve was filed as active; inconclusive = small, poorly fitted or top-dose-only effect, or effect the other way, or a change in a side signal; inactive = no such curve, though single readings can be large or run the other way; the % refers to the polarisation; note: % is set by controls: 0 for no effect and ±100 for the full control effect
JMJD2A Tudor: JMJD2A Tudor domain (human) inhibition; actives 4.4% (n = 390,000); AlphaScreen JMJD2A-Tudor / H3K4me3 peptide binding; O75164; AID 504339; Potency, µM (highest dose often 114 µM), for inactives: at the highest dose activity change, negative = inhibition, most hits filed as inhibitors; note: % is set by controls: 0 for no effect and ±100 for the full control effect; nearly all actives have a fitted effect of over 50% in size
TrxR1 inh: blocks rat thioredoxin reductase 1 | recombinant rTrxR1, NADPH fluorescence consumption, selenite substrate | O89049 | Potency, µM (doses to about 114 µM), for inactives: top-dose activity change, negative = inhibition, usual class: inhibitors | AID 588453 | actives 1% (n = 390,000); note: % is set by controls: 0 for no effect and ±100 for the full control effect; nearly all actives have a fitted effect of over 65% in size
Target sequence (O89049 whole entry, looked up): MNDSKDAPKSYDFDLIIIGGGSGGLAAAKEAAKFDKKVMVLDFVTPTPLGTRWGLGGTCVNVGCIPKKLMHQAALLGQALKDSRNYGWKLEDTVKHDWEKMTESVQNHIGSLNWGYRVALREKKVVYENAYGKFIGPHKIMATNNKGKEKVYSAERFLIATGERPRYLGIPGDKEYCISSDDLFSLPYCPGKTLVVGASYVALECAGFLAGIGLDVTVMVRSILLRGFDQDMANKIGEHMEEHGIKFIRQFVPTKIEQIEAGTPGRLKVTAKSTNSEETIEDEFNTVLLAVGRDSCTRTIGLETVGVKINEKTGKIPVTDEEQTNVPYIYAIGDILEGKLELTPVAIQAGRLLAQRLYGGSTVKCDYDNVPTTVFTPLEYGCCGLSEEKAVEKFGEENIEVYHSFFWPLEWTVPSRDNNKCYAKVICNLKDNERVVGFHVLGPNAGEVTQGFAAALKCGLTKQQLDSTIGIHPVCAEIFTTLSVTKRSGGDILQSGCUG
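Rat TrxR1 (90 nM in the dispensed reagent) was pre-reduced with 400 uM NADPH for 5 min at room temperature, then incubated with compound for 15 min. After 400 uM selenite was added, NADPH fluorescence (Ex 340/Em 450 nm) was followed for 8 min.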
ERG-DNA inh: blocks human ERG Ets domain binding to DNA; actives 0.028% (n = 370,000); P11308; AID 624246; Potency, µM (titrated, usually from 76.9 µM), without a hit: at the top dose FP activity, negative = inhibition, actives largely listed as inhibitors; fluorescence polarization, His-ERG Ets domain / labelled DNA; active = well fitted inhibition curve with a large enough effect in the polarisation, with a control signal flat; inconclusive = small, poorly fitted or top-dose-only effect, or effect the other way, or a change in a side signal; inactive = no such curve, though single readings can be large or run the other way; the % refers to the polarisation;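 note: polarization taken with two DNA probes labelled with fluorescein and Texas red; % of control where 0% means no effect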
Target sequence (P11308 whole entry, looked up, the tested form may be a part): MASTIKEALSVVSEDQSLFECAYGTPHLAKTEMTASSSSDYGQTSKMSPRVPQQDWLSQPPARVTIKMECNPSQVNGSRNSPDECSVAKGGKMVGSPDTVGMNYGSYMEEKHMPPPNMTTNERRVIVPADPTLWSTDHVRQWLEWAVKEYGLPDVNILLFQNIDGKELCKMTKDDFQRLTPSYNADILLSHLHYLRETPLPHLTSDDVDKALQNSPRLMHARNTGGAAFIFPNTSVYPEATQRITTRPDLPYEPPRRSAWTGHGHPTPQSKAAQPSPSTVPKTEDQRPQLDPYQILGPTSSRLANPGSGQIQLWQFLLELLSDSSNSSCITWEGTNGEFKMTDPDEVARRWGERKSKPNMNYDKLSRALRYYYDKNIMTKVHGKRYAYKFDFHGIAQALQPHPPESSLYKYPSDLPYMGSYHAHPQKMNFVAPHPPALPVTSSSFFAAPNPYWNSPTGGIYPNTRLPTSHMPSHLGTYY
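His-tagged ERG Ets domain (1 uM in the protein solution; 300mM KCl, 50mM Tris-HCl, 1mM EDTA, 1mM DTT, pH 7.5) received compound, then a probe mix of 5 nM fluorescein-DNA and 100nM Texas-615-DNA. Fluorescence polarization was read for both dyes.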
HP1b chromo inh: HP1-beta chromodomain-methylated histone interaction inhibition; AID 540317; Potency, µM (doses to about 114 µM), without a hit: top-dose activity change, negative = inhibition, usual class: inhibitors; AlphaScreen HP1-beta / biotin-H3K9me3 peptide binding; P83916; actives 0.56% (n = 390,000); note: nearly all actives have a fitted effect of over 70% in size; inactives centre near 23
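HP1-beta protein (50 nM final) preincubated 30 min at room temperature with biotinylated H3(1-18)K9me3 peptide (50 nM) in PBS pH 7.4, 0.01% Tween-20, then compound added for 30 min. AlphaScreen streptavidin donor/nickel chelate acceptor beads (10 ug/mL final), 30 min dark, luminescence read.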
RGS4 inh: human RGS4 inhibition. P49798. Transcreener GDP fluorescence polarization, RGS4-accelerated GTP hydrolysis. Potency, µM (top dose mostly 114 µM), without a hit: at the top dose activity change, negative = inhibition, usual class: inhibitors. actives 0.039% (n = 390,000); note: % is set by controls: 0 for no effect and ±100 for the full control effect; nearly all actives have a fitted effect of over 75% in size; some results filed as inactive show a strong effect at the top dose
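MLSMR compounds (23 nl, pin-transferred) preincubated 10 min at room temperature with a 500nM (2x) first reagent, then RGS4 at 900nM (2x) plus Transcreener GDP mix added; fluorescence polarization (620/688 nm) read before and after 90 min at 30 °C.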
Tb PGK inh: blocks T. brucei phosphoglycerate kinase | P07378 | PGK/GAPDH coupled, Kinase-Glo luminescence, 60 min | Potency, µM (top dose mostly 57.5 µM), for the others: top-dose activity change, negative = inhibition, hits mostly inhibitors | actives 0.043% (n = 380,000) | AID 602233; note: % is set by controls: 0 for no effect and ±100 for the full control effect; nearly all actives have a fitted effect of over 60% in size
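Luminescent ATP detection (Kinase-Glo Plus) follows a 60-minute room-temperature incubation, with wells lacking PGK as controls. Buffer: 100 mM TEA (pH 7.6), 5 mM MgCl2, 0.01% Tween-20. Coupling enzyme GAPDH (100 nM final) supplies unstable 1,3-BPG in-well.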
The depositor's hits bear a star; i = inactive; ? = inconclusive; nt = no result given; [ ] = another dose, or the depositor's remark. Unless noted, calls come from the whole dose curve; as a rule, active = well fitted curve in the direction sought with a large enough effect; inconclusive = small, poorly fitted or top-dose-only effect, or another doubt; inactive = no such curve, though single readings can be large; an effect the other way counts as inactive or inconclusive. Potency is the fitted concentration of half-maximal effect. Not all compounds are listed (hit frequency here may not be typical).

SMILES	GLS inhibitor	12-LOX inh	Pin1 inhibitor	JMJD2A Tudor	TrxR1 inh	ERG-DNA inh	HP1b chromo inh	RGS4 inh	Tb PGK inh
CCOc1ccc(NC(=O)CN2C(=O)NC(C)(c3ccc4c(c3)OCCCO4)C2=O)cc1OCC (stereo not given)	-0.9%	-8.0%	2.0%	?	-6.3%	12.3%	3.4%	-19.7%	7.9%
O=[N+]([O-])c1ccccc1NC(=S)N/N=C/c1ccc(O)c(O)c1	?	?	-7.8%	?	-3.8%	-7.7%	8.91µM*	-1.7%[11.4 µM]	-0.7%
CN(C)S(=O)(=O)N1CCCN(S(=O)(=O)N(C)C)CC1	3.1%	2.6%	-4.6%	-10.8%	13.5%[57.1 µM]	14.6%	36.6%[activator]	3.0%	-10.1%
CCN1CCCC1CN(Cc1cc2cc(C)cc(C)c2[nH]c1=O)C(=O)Nc1ccccc1OC (stereo not given)	-3.6%	72.3%[activator]	21.3%	-12.7%	?	0.9%	13.2%	20.6%	9.8%
C/C(=N\Nc1ncc(Cl)cc1Cl)c1ccccn1	-8.8%	nt	?	?	-6.1%[57.1 µM]	-6.5%	12.4%	-6.1%	-15.6%
Cc1ccc(-n2c(SCC(=O)Nc3ccc4c(c3)OCCO4)nnc2-c2ccco2)cc1	-7.3%	48.2%[activator]	4.4%	-24.5%	-8.6%	-8.7%	8.5%	-30.0%	-6.2%
Cc1csc(=Nc2cccnc2)n1Cc1ccco1	1.3%	-3.1%	12.1%	-18.6%	20.4%[57.1 µM]	-12.7%	-9.7%	-8.5%	-13.0%
O=C1[C@@H]2CSCN2C(=O)CN1CCc1cccc(F)c1	2.0%	?	-6.2%	-11.3%	1.4%	-8.4%	21.5%	29.1%	9.7%
CC(C)C(NC(=O)CSc1ccc(Cl)cc1)C(C)C	-2.4%	3.6%	-3.1%	-4.1%	21.0%	nt	33.5%	-6.2%	nt
Cc1ccccc1Cn1ccc(=NCc2ccccc2)cc1	0.8%	-15.9%	-5.7%	-2.2%	23.5%[57.1 µM]	8.8%	19.2%	-12.0%	i
CCCN1C(=O)c2ccc(C(=O)Nc3cc(C)ccc3O)cc2C1=O	?	-59.6%	7.0%	-19.6%	10.3%[57.1 µM]	-14.4%	0.1%	25.0%	-17.6%
COc1cc(S(=O)(=O)Nc2cccc(C(=O)O)c2)c(OC)cc1Cl	10.5%	-12.9%	-12.4%	-14.6%	11.6%	?	18.0%	6.2%	i
COc1cccc(-c2cc(C(=O)NCC3CCCO3)c3cc(C)cc(C)c3n2)c1 (stereo not given)	4.7%	-0.5%	4.8%	2.1%	2.9%	4.1%	21.6%	7.0%	3.7%
COC(=O)C(C)Oc1ccc2c(-c3cccc([N+](=O)[O-])c3)cc(=O)oc2c1 (stereo not given)	-4.1%	28.1%	-2.6%	-22.4%	21.3%	5.7%	-2.1%	-17.8%	-2.0%
COCCNC(=O)c1onc(CSc2ccc(F)c(F)c2)c1C(=O)O	6.2%	-11.0%	1.6%	-12.2%	7.5%[57.1 µM]	-0.5%	26.0%	9.3%	2.7%
COC(=O)CN1C(=S)N(c2ccc(Cl)cc2)C(=O)C1CC(=O)Nc1ccccc1 (stereo not given)	1.2%	?	-0.9%	-10.3%	-7.0%	nt	18.5%	-20.3%	-9.2%
NC(=O)C1(N2CCCCC2)CCN(C(=O)CSc2nc3ccccc3o2)CC1	10.8%	-15.3%	-9.6%	11.8%[57.1 µM]	6.0%[57.1 µM]	-0.5%	29.6%	13.6%[11.4 µM]	-6.8%
Fc1ccc(-c2cc(C(F)(F)F)nc(-n3cncn3)n2)cc1	13.4%	-2.2%	-3.6%	2.2%	22.6%	-13.0%	16.2%	11.2%	6.7%
CC(=O)N(CCC(c1ccco1)C(C)C)Cc1ccc(OC(C)C)cc1 (stereo not given)	-11.2%	?	-4.1%	-14.8%	1.8%	0.4%	25.8%	-24.2%	-2.2%
CCc1nnc(NC(=O)CSc2nccn2-c2cccc(C)c2C)s1	0.8%	-0.4%	0.5%	-31.9%	8.7%[57.1 µM]	-7.4%	16.8%	-25.8%	1.7%
COc1ccc2cc(C(=O)N3CCN(c4cccc(C)c4C)CC3)[nH]c2c1	-4.0%	-5.6%	-1.8%	-27.3%	25.2%	-5.2%	-15.3%	5.6%	0.3%
O=C(/C=C/c1ccccc1)Oc1coc(CSc2ncccn2)cc1=O	0.0%	0.0%	1.4%	-17.5%	-3.4%	1.2%	2.5%	10.8%	2.0%
CCOC(=O)N1CCN(c2c(-c3ccc(C)cc3)c(=O)c2=O)CC1	9.8%	?	-4.5%	-9.0%	-4.5%	-8.0%	32.1%	30.6%	5.4%
COc1ccc(-c2cc(C(F)(F)F)n3nc(C(=O)NCc4ccco4)cc3n2)cc1OC	-3.0%	134.7%[activator]	17.4%	-14.1%	26.8%	-5.6%	56.5%[activator]	1.4%	-1.0%
Cc1ccc2cc(C(c3nnnn3C3CCCC3)N(Cc3cccnc3)Cc3ccco3)c(=O)[nH]c2c1 (stereo not given)	12.2%	-11.9%	37.6%[activator]	?	?	nt	17.1%	-27.8%	-3.6%

Later entries
SMILES	GLS inhibitor	12-LOX inh	Pin1 inhibitor	JMJD2A Tudor	TrxR1 inh	ERG-DNA inh	HP1b chromo inh	RGS4 inh	Tb PGK inh
Nc1cccc(N=[N+]([O-])c2cccc(N)c2)c1	2.2%	-11.0%	1.1%	-20.7%	5.3%	8.5%	10.2%	-6.6%	0.4%
CCCCN(CC)C(=O)C1CCC(=O)N(c2ccc(OC)cc2)C1c1ccc(OC)c(OC)c1 (stereo not given)	0.4%	nt	-6.2%	-10.1%	16.8%	4.5%	27.4%	-13.8%	4.2%
Cc1cc(OCC(=O)N2CCN(c3ccccc3)CC2)c2c(C)c(C)c(=O)oc2c1	6.1%	2.6%	3.1%	-1.7%	?	4.6%	79.9%[activator]	-29.4%	-2.2%
CCC(=O)Nc1ccc2c(c1)C(=O)c1ccccc1C2=O	-7.9%	-1.6%	-6.5%	-29.6%	18.5%	-10.7%	5.6%	6.6%	-11.0%
CC(C)C[C@H](N)c1nnc(SCc2ccc(Cl)cc2Cl)o1	-1.5%	?	5.8%	6.3%	10.2%	-0.7%	47.2%[activator]	8.5%	i
CCCn1c(Nc2ccccc2)nc2ccccc21	-5.3%	0.0%	-2.7%	-4.0%	7.2%[57.1 µM]	-0.2%	37.5%	-2.8%	-1.5%
COc1ccc(CN2CCN(C)CC2)cc1OCc1ccccc1	-2.3%	?	-11.1%	-19.6%	12.6%	-10.7%	36.2%	1.4%	-3.3%
Cc1ccc(C2(C)NC(=O)N(CC(=O)Nc3ccc4c(c3)OCO4)C2=O)cc1 (stereo not given)	15.6%	0.0%	4.3%	?	16.3%[57.1 µM]	-2.2%	3.2%	7.3%	8.4%
O=C(c1cccc(NS(=O)(=O)c2ccc(F)c(F)c2)c1)N1CCN(C(c2ccccc2)c2ccccc2)CC1	19.9%	2.4%	14.1%	-34.4%[57.1 µM]	-19.5%	2.5%	14.8%	-2.1%	-3.1%
O=C(CC1SC(=O)N(c2ccccc2)C1=O)Nc1cccc2ccccc12 (stereo not given)	10µM*	0.0%	-0.5%	-27.2%	?	10.7%	2.6%	?	-0.7%
CCCCCNC(=O)Cc1cc(=O)[nH]c(=O)[nH]1	0.0%	-27.9%	-0.2%	-9.5%	5.9%[57.1 µM]	7.3%	32.7%	5.5%	-2.9%
Cc1nc(Cl)nc(N(C)c2ccccc2)c1[N+](=O)[O-]	1.0%	?	0.0%	-5.6%	?	1.8%	27.4%	16.5%	-8.6%
CCOC(=O)N1CCN(S(=O)(=O)c2cc(Cl)c(OC)cc2Cl)CC1	16.7%	2.4%	2.5%	4.1%	4.7%	-7.5%	39.7%[activator]	12.1%	0.5%
CC1CCCCC1NC(=O)Cn1ncc2ccccc21 (stereo not given)	2.7%	-9.3%	2.6%	-10.3%	-7.2%	5.1%	58.6%[activator]	2.1%	7.6%
CCOC(=O)C1CCN(C(=O)CSc2nccc(C)n2)CC1	10.4%	16.3%	3.3%	-12.6%	10.1%	2.8%	33.2%	23.0%	1.0%
Cc1ccc2c(c1)CN1CN2Cc2cc(C)ccc21	-1.1%	2.4%	-3.2%	-25.0%	-7.7%	0.7%	13.1%	0.2%	-3.2%
COc1ccc(-c2cc(C(=O)Nc3c(C)n(C)n(-c4ccccc4)c3=O)c3ccccc3n2)cc1OC	-15.5%	14.6%	-1.3%	-7.0%	26.1%[0.0914 µM]	5.1%	26.9%	-2.3%	6.0%
O=C(O)CCCn1cc(NC(=O)COc2ccc(F)cc2)cn1	0.0%	-6.1%	-1.2%	-13.5%	-2.7%	3.0%	16.5%	-6.7%	-8.8%

GLS inhibitor: hit marks shown above
SMILES	GLS inhibitor	12-LOX inh	Pin1 inhibitor	JMJD2A Tudor	TrxR1 inh	ERG-DNA inh	HP1b chromo inh	RGS4 inh	Tb PGK inh
O=C(CC1SC(=O)N(c2ccccc2)C1=O)Nc1cccc2ccccc12 (stereo not given)	10µM*	0.0%	-0.5%	-27.2%	?	10.7%	2.6%	?	-0.7%
